Abeta yeast res: compounds reversing amyloid beta toxicity in yeast; yeast expressing A-beta42, growth rescue, OD600, 48 h; response scale: 0% DMSO, 100% iron-clioquinol control; Potency, µM (series often up to 46.1 µM), for the others: at the highest dose growth rescue, usual class: activators; 0.063% of 410,000 active; AID 1347071; further: potency means the concentration at half of the fitted maximal effect; nearly all actives have a fitted effect of over 55% in size
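Growth rescue measured by 600 nm absorbance after 48 h yeast culture at 30 C with compound. Values normalized between DMSO and an equimolar ferric chloride plus clioquinol control.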
TGFb SMAD3 inh: TGF-b pathway inhibition | 1.2% of 410,000 active | HepG2 CAGA-GFP TGF-b/SMAD3 reporter, GFP fluorescence, 18 h; TGF-beta stimulated, 500 pg/mL final | Potency, µM (series often up to 46.1 µM), inactives show top-dose activity, negative = inhibition, actives largely listed as inhibitors; further: potency means the concentration at half of the fitted maximal effect; on the % scale 0 is the no-effect control and ±100 the full control effect; nearly all actives have a fitted effect of over 65% in size
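HEPG2 CAGA-GFP reporter cells (1000/well, DMEM with 1% FBS) received compounds, then recombinant TGF-beta at 500 pg/mL final for 18 hours at 37 degrees C. Per-cell GFP summed per well was normalised to unstimulated and stimulated DMSO controls before curve fitting.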
Akt phos inh: Akt phosphorylation inhibition; 0.32% of 360,000 active; Neuro2A IGF-stimulated pAkt S473 HTRF, 20 min; hits give low values; activity change, % for hits at 50 µM; in the data active means activity change below about -80%; inconclusive means mostly about -51% to -80%; further: on the % scale 0 is the no-effect control and ±100 the full control effect
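Neuro2A cells in DMEM with 0.5% FBS, overnight at 37 deg C, given compound at single 50 µM final, then IGF (6 nM final) for 20 min at 37 deg C. Lysed; phospho-Akt Ser473 by HTRF after 24 h, 665/615 ratio.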
CCT modulator: modulators of cytosolic chaperonin (CCT/TRiC) activity; activity change, % (no concentration beside the values), hits read low; AID 651819; 0.3% of 360,000 active; purified chaperonin ATPase assay, HTRF ADP detection, 30 min; in the data active means activity change below about -30%; further: on the % scale 0 is the no-effect control and ±100 the full control effect
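ATPase activity: ADP formed was measured by HTRF Transcreener (665/615 nm ratio) after 30 min at 37 deg C with 10 uM ATP. Compounds screened at one 76 uM concentration against 40 or 20 nM TRiC in Tris pH 7.4/KCl/MgCl2/DTT buffer.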
HepG2 viability: HepG2 cytotoxicity, counter-screen for TGF-b inhibitors; AID 588856; 0.76% of 410,000 active; Potency, µM (titrated, usually from 46.1 µM), for the others: at the highest dose activity change, negative = cytotoxicity, hits mostly cytotoxic; HepG2 CAGA-GFP viability, ATP luminescence, 18 h; further: potency means the concentration at half of the fitted maximal effect; some results filed as inactive show a strong effect at the top dose
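HepG2 CAGA-GFP cells (1000/well, DMEM with 1% FBS) received compound, then TGF-beta at 500 pg/mL final, and were incubated 18 hours at 37 degrees C. Viability was read by CellTiter-Glo luminescence. Media-only wells were set as complete cell-killing and DMSO as no toxicity.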
A549 tox: A549 cytotoxicity, counter-screen for Nrf2 inhibitors; 0.16% of 390,000 active; Potency, µM (doses to about 46 µM), for the others: at the top dose activity change, negative = cytotoxicity, actives largely listed as inhibitors; A549 ARE-Fluc cells, CellTiter-Fluor viability, 18-24 h; further: potency means the concentration at half of the fitted maximal effect; on the % scale 0 is the no-effect control and ±100 the full control effect
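A549 ARE-Fluc cells in 5% FBS OPTI-MEM, 5000 cells/well, rested 2 h then exposed to compounds in concentration-response for 18-24 h at 37 °C. Viability by CellTiter-Fluor fluorescence (Ex 405/Em 525) after 30 min; luciferase luminescence (BugLite, 15 min, RT) read afterwards.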
Nrf2 block: blocks Nrf2 signaling; A549 ARE-Fluc reporter, luciferase luminescence, 18-24 h; Potency, µM (doses to about 46 µM), for inactives: top-dose activity change, negative = inhibition, usual class: inhibitors; 2.1% of 360,000 active; AID 504444; further: potency means the concentration at half of the fitted maximal effect; on the % scale 0 is the no-effect control and ±100 the full control effect; nearly all actives have a fitted effect of over 60% in size
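A549 ARE_Fluc cells, 5000/well, 5% FBS OPTI-MEM; compounds in dose-response, 18-24 h at 37 °C/5% CO2; CellTiter-Fluor viability read (Ex 405/Em 525), then BugLite luciferase luminescence = Nrf2 activity.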
MmCpn inh: inhibitors of Methanococcus maripaludis chaperonin (MmCpn) | purified Mm-Cpn ATPase, ADP Transcreener TR-FRET | Potency, µM (highest dose often 76.9 µM), for the others: at the highest dose activity, negative = inhibition, actives largely listed as inhibitors | 0.031% of 330,000 active; further: potency means the concentration at half of the fitted maximal effect; on the % scale 0 is the no-effect control and ±100 the full control effect; nearly all actives have a fitted effect of over 80% in size
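Quantitative HTS used 25 nM Mm-CPN and 10 uM ATP in magnesium/KCl Tris buffer, pH 7.4, with 1 mM DTT. Hydrolysis ran 30 min at 37°C; ADP was read by HTRF.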
Nrf2 activator: Nrf2 pathway activation; Potency, µM (doses to about 46.1 µM), for inactives: top-dose activation, most hits filed as activators; AID 624171; 0.31% of 410,000 active; AREc32 ARE-luciferase reporter (MCF7-derived line), luminescence, 24 h; further: potency means the concentration at half of the fitted maximal effect; % of control where 0% means no effect; nearly all actives have a fitted effect of over 65% in size
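Quantitative high-throughput format: AREc32 reporter cells, 1000 per well, received compound by pin transfer and were incubated 24 hr at 37 deg C, 5% CO2, before Steady-Glo luminescence detection.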
* marks the source's active call; other numbers are inactive results; & = joins results of further samples; ! = a repeat was not active; [ ] = dose if it differs, or a comment. Unless noted, the call rests on the fitted dose curve; in most records, active means well fitted curve in the direction sought with a large enough effect; inconclusive means small, poorly fitted or top-dose-only effect, or another doubt; inactive means no such curve, though single readings can be large; an effect the other way counts as inactive or inconclusive.

CCOC(=O)c1ccc(N2C(=O)c3n[nH]c(C)c3C2c2cccc(Br)c2)cc1 (stereo not given) was read as Abeta yeast res -32.0%[inhibitor], TGFb SMAD3 inh inconclusive, HepG2 viability -104.2%, A549 tox 6.6%, Nrf2 block inconclusive and Nrf2 activator -6.3%.
O=S(=O)(c1ccc(N2CCOCC2)nc1)N(Cc1ccccn1)Cc1ccccn1 was read as Abeta yeast res -12.4%, TGFb SMAD3 inh 7.1%, Akt phos inh inactive, CCT modulator -1.5, HepG2 viability 2.1%, A549 tox 0.8%, Nrf2 block -1.0%, MmCpn inh -3.0% and Nrf2 activator -0.4%.
CCc1noc(C)c1C(=O)N(CC(C)C)c1c(N)n(Cc2ccccc2)c(=O)[nH]c1=O was read as Abeta yeast res -0.2%, TGFb SMAD3 inh -2.6%, Akt phos inh inactive, CCT modulator 0.7, HepG2 viability 6.1%, A549 tox -0.3%, Nrf2 block 11.3%, MmCpn inh -5.1% and Nrf2 activator 0.1%.
Cc1cnc(C(=O)Nc2ccccc2C(=O)N2CCOCC2)cn1 was read as Abeta yeast res -6.7%, TGFb SMAD3 inh 1.0%, Akt phos inh inactive, CCT modulator -3.4, HepG2 viability -0.4%, A549 tox -7.4%, Nrf2 block 2.8%, MmCpn inh 1.4% and Nrf2 activator -0.3%.
For O=C(CSc1ncn[nH]1)CSc1ncn[nH]1 the results were Abeta yeast res -2.1%, TGFb SMAD3 inh -18.8%, Akt phos inh inactive, CCT modulator 1.5, HepG2 viability 30.4%, A549 tox 2.9%, Nrf2 block inconclusive, MmCpn inh -0.5% and Nrf2 activator 0.5%.
`COc1ccc(-c2cc(-c3nnc(COC(=O)c4ccc(O)cc4)o3)c3ccccc3n2)cc1OC` gave Abeta yeast res -6.0%, TGFb SMAD3 inh 0.4%, Akt phos inh inactive, CCT modulator 0.8, HepG2 viability -7.2%, A549 tox 6.3%, Nrf2 block -13.5%, MmCpn inh -13.4% and Nrf2 activator 3.9%.
Screening NC(=O)c1ccc(-c2ncc(-c3ccccc3)o2)cc1 returned Abeta yeast res -23.3%, TGFb SMAD3 inh 21.2%, Akt phos inh inactive, CCT modulator -8.2, HepG2 viability -21.1%, A549 tox 0.1%, Nrf2 block inconclusive, MmCpn inh -4.1% and Nrf2 activator -0.8%.
For O=c1[nH]c(C2CCCN(S(=O)(=O)c3ccccc3)C2)nc2c1nnn2Cc1ccc(OC(F)(F)F)cc1 (stereo not given) the results were Abeta yeast res -5.4%&-9.1%, TGFb SMAD3 inh -4.7%&-2.8%, Akt phos inh inactive, CCT modulator -0.2, HepG2 viability 3.8%&0.0%, A549 tox 0.1%&2.0%, Nrf2 block 7.1%&5.1%, MmCpn inh -0.1% and Nrf2 activator -0.6%&-0.5%.
O=C(Cc1ccc(Br)cc1)NC1CCSC1=O (stereo not given) was read as Abeta yeast res -4.0%, TGFb SMAD3 inh 4.1%, Akt phos inh inactive, CCT modulator -0.4, HepG2 viability 2.2%, A549 tox 2.2%, Nrf2 block 4.5%, MmCpn inh 1.0% and Nrf2 activator -0.7%.
Cc1ccc(NS(=O)(=O)c2ccc(C(=O)NCC(c3ccco3)N(C)C)cc2)cc1 (stereo not given) was read as Abeta yeast res -0.9%, TGFb SMAD3 inh 0.0%, Akt phos inh inactive, CCT modulator 1.2, HepG2 viability -17.5%, A549 tox -0.2%, Nrf2 block 12.9%, MmCpn inh -1.6% and Nrf2 activator 3.0%.
Screening CCN(CC)CCC12CC(C)OC1=Nc1ccccc1NC2=O (stereo not given) returned Abeta yeast res -9.0%, TGFb SMAD3 inh 0.8%, Akt phos inh inactive, CCT modulator 0.5, HepG2 viability 2.7% and Nrf2 activator 0.6%.
For CCN(CC)C(=O)C(=O)Nc1ccc(F)c(Cl)c1 the results were Abeta yeast res -12.5%, TGFb SMAD3 inh -0.6%, Akt phos inh inactive, CCT modulator -2.1, HepG2 viability -0.5%, A549 tox 2.3%, Nrf2 block inconclusive, MmCpn inh 1.3% and Nrf2 activator 3.2%.
CC(Oc1ccccc1F)C(=O)NNC(=O)c1cc2ccccc2o1 (stereo not given) was read as Abeta yeast res 5.2%, TGFb SMAD3 inh inconclusive, Akt phos inh inactive, CCT modulator 0.6, HepG2 viability -4.5%, A549 tox 0.8%, Nrf2 block -0.1%, MmCpn inh -0.6% and Nrf2 activator 0.3%.
Screening COc1cc2c(cc1OC)C(c1cc(Br)ccc1F)N(C(=O)CCl)CC2 (stereo not given) returned Abeta yeast res -12.2%, TGFb SMAD3 inh inconclusive, Akt phos inh inactive, CCT modulator -1.2, HepG2 viability -106.3%, A549 tox -8.4%, Nrf2 block -12.9%, MmCpn inh -7.1% and Nrf2 activator -2.8%.
Screening Cc1nnc(SCC(=O)NCc2ccc(F)cc2)[nH]c1=O returned Abeta yeast res 3.2%, TGFb SMAD3 inh -9.3%, Akt phos inh inactive, CCT modulator 1.0, HepG2 viability 9.4%, A549 tox 9.4%, Nrf2 block 2.1%, MmCpn inh 1.1% and Nrf2 activator -0.4%.
Screening Cc1ccc(C(=O)N[C@H](C(=O)OCC(=O)Nc2cccc(S(N)(=O)=O)c2)C(C)C)cc1 returned Abeta yeast res 2.9%, TGFb SMAD3 inh inconclusive, Akt phos inh inactive, CCT modulator 0.7, HepG2 viability -1.6%, A549 tox 3.7%, Nrf2 block -4.6%, MmCpn inh -24.9% and Nrf2 activator -0.1%.
`Cc1ccc(SCc2cn3c(C)csc3n2)cc1` gave Abeta yeast res -29.9%, TGFb SMAD3 inh -9.7%, Akt phos inh inactive, CCT modulator 1.6, HepG2 viability -41.9%, A549 tox 2.7%, Nrf2 block inconclusive, MmCpn inh -0.5% and Nrf2 activator -0.2%.
For CCN/C=C(\C#N)S(=O)(=O)c1ccc(Br)cc1 the results were Abeta yeast res 3.3%, TGFb SMAD3 inh 24.4%, Akt phos inh inactive, CCT modulator 1.5, HepG2 viability 6.0%, A549 tox 4.0%, Nrf2 block 10.0%, MmCpn inh -0.7% and Nrf2 activator 1.6%.
`Cc1ccc(N2CC(c3nnc(NC(=O)c4ccco4)s3)CC2=O)cc1Cl` (stereo not given) gave Abeta yeast res -0.5%, TGFb SMAD3 inh -9.1%, HepG2 viability 12.3%, A549 tox 1.0%, Nrf2 block 15.7% and Nrf2 activator 0.4%.
For COC(=O)C1=C(CSc2nc3ccccc3s2)NC(=O)NC1c1ccc(F)cc1 (stereo not given) the results were Abeta yeast res -5.3%, TGFb SMAD3 inh 5.2%, Akt phos inh inactive, CCT modulator -2.1, HepG2 viability -10.3%, A549 tox -11.9%, Nrf2 block inconclusive, MmCpn inh 1.2% and Nrf2 activator 4.0%.
COc1ccc(CN2CC[C@H]3C=CC[C@@H](C(=O)Nc4ccc(Cl)c(C(F)(F)F)c4)[C@H]3C2=O)cc1OC was read as Abeta yeast res 0.0%, TGFb SMAD3 inh 11.2µM*!, Akt phos inh inactive, CCT modulator 0.4, HepG2 viability -13.8%&-12.3%, A549 tox -13.3%, Nrf2 block -28.3% and Nrf2 activator 1.2%.
`CC(=O)Nc1ccccc1NS(=O)(=O)c1cccc([N+](=O)[O-])c1` gave Abeta yeast res 12.2%, TGFb SMAD3 inh -7.0%, Akt phos inh inactive, CCT modulator -0.8, HepG2 viability 2.0%, A549 tox -2.2%, Nrf2 block inconclusive, MmCpn inh 0.2% and Nrf2 activator 0.5%.
For O=C(N[C@H]1CCC(=O)N([C@H](CSc2ccccc2)Cc2ccccc2)CC1)OCc1ccccc1 the results were Abeta yeast res 9.2%, TGFb SMAD3 inh inconclusive, Akt phos inh inactive, CCT modulator -1.3, HepG2 viability -11.0%&-33.3%, A549 tox -12.9%, Nrf2 block inconclusive, MmCpn inh -2.6% and Nrf2 activator 0.0%.
CCn1c(SC(C)C(=O)NC2CCCC2)nc2cc(S(N)(=O)=O)ccc21 (stereo not given) was read as Abeta yeast res 1.0%, TGFb SMAD3 inh 12.9%, Akt phos inh inactive, CCT modulator -2.5, HepG2 viability -5.7%, A549 tox 14.9%, Nrf2 block -18.2%, MmCpn inh 0.5% and Nrf2 activator -0.4%.
`O=C(NCCCN1CCOCC1)c1cn(-c2ccccc2)nc1-c1cccs1` gave Abeta yeast res 17.2%, TGFb SMAD3 inh 0.0%, Akt phos inh inactive, CCT modulator 2.1, HepG2 viability -1.3%, A549 tox 2.8%, MmCpn inh -2.7% and Nrf2 activator 2.0%.
Screening CCC(C)NC(=O)C1(N2C(=O)c3ccccc3C2=O)CCCC1 (stereo not given) returned Abeta yeast res 1.3%, TGFb SMAD3 inh 1.2%, Akt phos inh inactive, CCT modulator 3.0, HepG2 viability -5.0%, A549 tox 1.5%, Nrf2 block 0.1% and Nrf2 activator -0.2%.
Screening CCOC(=O)CN1C(=O)C2(OCCCO2)c2cc(Br)ccc21 returned Abeta yeast res -11.7%, TGFb SMAD3 inh -24.7%, Akt phos inh inactive, CCT modulator -1.5, HepG2 viability 2.5%, A549 tox 0.8%, Nrf2 block 1.2%, MmCpn inh -1.7% and Nrf2 activator 0.2%.
COc1ccc(OC)c(N2Cc3cc(C)c(C)cc3C2)c1 was read as Abeta yeast res 1.2%, TGFb SMAD3 inh -4.8%, Akt phos inh inactive, CCT modulator 0.7, HepG2 viability -16.8%, A549 tox -20.9%, Nrf2 block -21.8%, MmCpn inh -0.3% and Nrf2 activator 2.1%.

Bioassay records (PubChem)

The order is random. About 4.3% of those tested had a hit in this group.
